# F508del corr – CFTR F508del correction in bronchial cells. CFBE cells, YFP halide quenching; stimulated with forskolin plus potentiator P3; % fluorescence drop versus neutral controls. activity (quench increase), % at 7.58 µM. 0.36% of 350,000 active. AID 720511;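 active = mean added fluorescence quench of at least 8% versus neutral control, with both replicates also reaching 8%; inconclusive = only one of the mean or replicate conditions met; inactive = mean below 8% and not both replicates reaching 8%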;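 also: cells transiently co-express mutant CFTR-F508del with the halide-sensitive YFP; corrector assay measuring rescue of mutant channel to the surface after 24 h compound exposure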
# RAD54 inh – blocks human RAD54 Holliday junction branch migration; AID 602329; FAM/BHQ fluorescence; 0.14% of 360,000 active; inhibition, % at 10.4 µM; Q92698;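 active = mean normalized replicate activity at least 40 and at least half of replicates scoring 40 or more; inconclusive = only one of the two criteria met; inactive = mean below 40 and under half of replicates reaching 40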;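 also: 0% = median of neutral control wells and 100% = median of positive control wells; inhibitors cause a drop in the FAM fluorescence signal; in these data hits start at about 50%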
# RAD52 anneal inh – blocks human RAD52 DNA annealing. P43351. recombinant RAD52 DNA annealing, FRET fluorescence. inhibition, % at 18.7 µM. 0.46% of 360,000 active. AID 651710;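 active = every replicate showing at least 50% inhibition; inconclusive = mean inhibition at least 50% but not in every replicate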
# Target sequence (P43351 whole entry, looked up): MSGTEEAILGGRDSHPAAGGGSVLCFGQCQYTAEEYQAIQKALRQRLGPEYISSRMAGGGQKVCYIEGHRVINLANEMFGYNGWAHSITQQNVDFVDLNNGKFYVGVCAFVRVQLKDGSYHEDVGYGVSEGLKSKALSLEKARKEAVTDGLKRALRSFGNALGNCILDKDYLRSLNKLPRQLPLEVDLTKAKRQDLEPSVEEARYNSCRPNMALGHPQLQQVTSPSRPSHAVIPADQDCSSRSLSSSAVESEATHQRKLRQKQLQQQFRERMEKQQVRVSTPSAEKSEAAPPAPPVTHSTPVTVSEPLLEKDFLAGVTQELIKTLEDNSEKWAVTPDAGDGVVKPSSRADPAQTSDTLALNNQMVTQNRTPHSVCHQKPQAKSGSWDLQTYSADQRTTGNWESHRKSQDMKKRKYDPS
# DENV2 CPE – DENV2-induced cell death inhibition; 1.7% of 350,000 active; CPE inhibition, % at 9.99 µM; DENV2-infected cells, cytopathic effect rescue, plate reader; in the data active = CPE inhibition above about 20%, passing the limit was not always enough; inconclusive = no clear call, values can overlap the other calls; tested in BHK-21 cells;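 also: 0% = median of neutral control wells and 100% = median of positive control wells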
# Casp6 inh – blocks human caspase-6 cleavage activity; P55212; purified caspase-6, Z-VEID-R110 cleavage fluorescence; inhibition, % at 12.5 µM; 0.53% of 350,000 active;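 active = mean inhibition across replicates at least about 35%, with every replicate also reaching that limit, limit read from the data; inconclusive = only one of the two criteria met; inactive = neither criterion met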;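 also: 0% = median of neutral control wells and 100% = no fluorescence left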
# INS-1E GSIS act – primary screen for activators of insulin secretion dependent on glucose, INS-1E cells, GLuc reporter luminescence | 0.61% of 370,000 active | activation, % at 16.6 µM | AID 743287 | INS-1E GLuc reporter insulin secretion, 2-3 h;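 active = lowest replicate activation of at least 40%, so every replicate reaches that level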;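 also: 0% = median of neutral control wells and 100% = median of IBMX positive control wells; some compounds called inactive have numbers as strong as hits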
# E-sel inducer – E-selectin induction on HUVECs; HUVEC E-selectin immunofluorescence imaging; normalized: neutral wells 0, TNF-alpha wells 100; activation, % at 7.58 µM; 0.37% of 260,000 active; AID 686992;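 active = mean E-selectin-positive cell signal at least 10% of the positive control, reached in at least 60% of replicates, without over 20% cell loss; inconclusive = no rule given, readout overlaps actives, possibly toxicity-flagged; inactive = the rest, including those meeting only one limit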;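 also: in these data hits start at about 27%; measured in HUVEC primary endothelial cells; signal is the percent of cells scored E-selectin positive by PE staining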
# Target sequence (P16581 whole entry, looked up): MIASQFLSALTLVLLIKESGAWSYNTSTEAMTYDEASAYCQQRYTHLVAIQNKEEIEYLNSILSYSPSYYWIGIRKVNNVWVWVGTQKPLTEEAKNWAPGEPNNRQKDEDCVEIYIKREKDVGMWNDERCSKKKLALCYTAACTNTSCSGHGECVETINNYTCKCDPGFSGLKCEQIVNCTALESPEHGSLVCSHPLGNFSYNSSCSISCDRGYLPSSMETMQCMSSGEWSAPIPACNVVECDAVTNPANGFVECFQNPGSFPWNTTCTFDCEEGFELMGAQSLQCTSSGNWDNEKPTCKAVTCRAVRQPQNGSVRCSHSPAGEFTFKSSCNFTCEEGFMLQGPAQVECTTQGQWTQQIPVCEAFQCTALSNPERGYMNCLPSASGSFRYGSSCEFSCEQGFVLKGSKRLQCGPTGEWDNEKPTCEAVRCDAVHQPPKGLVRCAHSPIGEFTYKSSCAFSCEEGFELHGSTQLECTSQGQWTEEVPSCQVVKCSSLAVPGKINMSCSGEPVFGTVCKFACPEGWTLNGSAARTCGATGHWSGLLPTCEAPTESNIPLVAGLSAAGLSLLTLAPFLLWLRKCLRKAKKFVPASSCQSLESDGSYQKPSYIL
#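 Assay system: HUVEC primary endothelial cells. Input: 3,000 HUVEC seeded per well. Doses: one compound dose added by pin transfer. Read-out basis: % PE-positive cells. Benchmarks: TNF-alpha high, DMSO low. Detection: immunofluorescence imaging. Buffer or medium: EGM-2, gelatin.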
# Xi reactivation – X-chromosome reactivation activator; activation, % at 7.58 µM; 0.055% of 360,000 active; XiGFP mouse fibroblasts, % GFP-positive cells imaging, 3 d; cells co-treated with 5-aza-dC sensitizer; scaled so ellipticine positive control = 100%;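 active = mean normalized replicate activation at least 10% and every replicate at or above 10%; inconclusive = only one of the two criteria met; inactive = mean below 10% and not all replicates reach 10%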;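 also: 0% = median of on-plate neutral control wells and 100% = ellipticine 6 µM median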
#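 System: 68-5-11 XiGFP fibroblast line; Timing: 3 days compound exposure; Compound dosing: one concentration, pinned; Benchmarks: positive control ellipticine, 6 µM final; Buffer or medium: DMEM containing 5-aza-dC.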
# Starred values were filed as active, the others as inactive; ? = inconclusive; / = no result given.
SMILES,F508del corr,RAD54 inh,RAD52 anneal inh,DENV2 CPE,Casp6 inh,INS-1E GSIS act,E-sel inducer,Xi reactivation
CCC(=O)N1C[C@@H](C)[C@H](OC)CN(C)C(=O)c2cc(NC(=O)COC)ccc2OC[C@@H]1C,1.2,4,/,-3,2,-6,-0.1,0.1
O=C(Nc1ccccc1C(F)(F)F)NC1(C(=O)N2CCOCC2)CCCCC1,4.0,-5,-40,19,86*,-21,-0.3,0.2
COc1ccccc1CC(=O)Nc1ccc(S(=O)(=O)N2CCCC2)cc1,4.3,-1,-27,-1,3,-14,0.0,0.1
COc1ccc(CN(C)C[C@H]2Oc3ccc(NS(=O)(=O)c4ccc(C)cc4)cc3C(=O)N([C@H](C)CO)C[C@@H]2C)cc1,2.8,-2,13,-2,0,-5,1.3,-0.9
Cc1ccccc1-c1ccc2c(c1)O[C@@H](CN(C)C)[C@H](C)CN([C@@H](C)CO)S2(=O)=O,-4.8,0,16,-4,4,-10,-0.7,0.6
Cc1cccc(CN(Nc2ccccc2)c2ccccc2)n1,-1.9,-7,-10,-6,-5,-10,0.9,0.2
CC(=O)NC(Cc1ccccc1C)C(=O)NC1CCN(c2ncccc2[N+](=O)[O-])CC1 (centres undefined),/,/,-5,0,-4,-11,-0.1,0.0
CC(=O)NCCc1nc2cc(NC(=O)COc3ccc(C)cc3)ccc2n1C,-0.4,1,-14,-2,-1,7,/,0.4
Cc1ccccc1CN1C(=O)CSCC1(C)C(=O)NCc1ccccc1 (centres undefined),1.1,/,5,-8,0,/,-0.3,0.2
COc1ccc(Cc2nc3ccccc3c(=O)n2N)cc1OC,-1.3,/,-6,4,2,5,0.3,0.2
CCOC(=O)N1CCC(Nc2nc3ccccc3n3cnnc23)CC1,-1.5,1,7,7,3,/,-0.4,0.0
COc1ccccc1NC(=O)c1ccccc1NC(=O)c1ccccc1C(=O)O,-3.3,-1,-16,1,-2,-7,/,0.4
COc1ccccc1C(=O)NNC(=O)c1nn(Cc2ccccc2)c(=O)c2ccccc12,0.4,/,-13,/,3,-5,3.2,0.0
COc1ccc(C(=O)Nc2ccnn2C2CCN(Cc3cn(C)nc3C)CC2)cc1,2.5,-12,1,4,-7,20,0.2,-0.1
CCOc1ccccc1NC(=O)COc1ccc(S(=O)(=O)N2CCCC2)cc1,2.3,0,-15,-2,-2,-2,-0.1,-0.1
COc1ccc(NC(=O)CN(C)C(=O)CN2C(=O)C3CCCCC3C2=O)cc1 (centres undefined),-3.2,2,1,10,1,3,0.0,0.1
C/C=C/c1cnc2c(c1)C(=O)N([C@H](C)CO)C[C@H](C)[C@H](CN(C)Cc1ccccc1F)O2,0.4,-1,7,1,-4,-6,-0.3,-0.2
COc1ccc(NC(=O)N[C@H]2CC[C@H](CCn3cc(C4(O)CCCC4)nn3)O[C@H]2CO)cc1,-2.1,-8,-9,-3,2,11,-0.2,0.3
O=C(COC(=O)CCSc1ccc(Cl)cc1)NCc1ccc(Cl)cc1,/,3,-21,-3,1,-5,/,0.3
O=C(c1ccncc1)N1CCCCN2[C@H](CO)[C@H](c3ccc(-c4ccccc4)cc3)[C@H]2C1,1.7,-5,6,-2,-6,-1,-0.1,0.0
CC(=O)c1sc(NC(=O)CCCc2nc3ccccc3c(=O)[nH]2)nc1-c1ccccc1,-2.2,0,-11,2,-1,-2,0.0,0.3
C[C@@H]1CCCCO[C@@H](CN(C)C(=O)Nc2ccc3c(c2)OCO3)[C@H](C)CN([C@H](C)CO)C(=O)c2cc(NS(=O)(=O)c3ccccc3)ccc2O1,-0.7,-4,5,?,0,5,-0.2,0.1
O=C1CNC(=S)N1c1nc(-c2ccccc2)cs1,1.1,/,-3,-1,-1,/,-7.5,0.0
Clc1ccc(Sc2ccccn2)cc1,-1.7,-15,7,-4,1,7,/,0.0
Cn1c(N)c(C(C[N+](=O)[O-])c2c(F)cccc2Cl)c(=O)n(C)c1=O (centres undefined),/,5,10,-1,0,-17,1.8,0.6

# Reprinted from the part before: five entries, followed by the next part.
SMILES,F508del corr,RAD54 inh,RAD52 anneal inh,DENV2 CPE,Casp6 inh,INS-1E GSIS act,E-sel inducer,Xi reactivation
CC(=O)c1sc(NC(=O)CCCc2nc3ccccc3c(=O)[nH]2)nc1-c1ccccc1,-2.2,0,-11,2,-1,-2,0.0,0.3
C[C@@H]1CCCCO[C@@H](CN(C)C(=O)Nc2ccc3c(c2)OCO3)[C@H](C)CN([C@H](C)CO)C(=O)c2cc(NS(=O)(=O)c3ccccc3)ccc2O1,-0.7,-4,5,?,0,5,-0.2,0.1
O=C1CNC(=S)N1c1nc(-c2ccccc2)cs1,1.1,/,-3,-1,-1,/,-7.5,0.0
Clc1ccc(Sc2ccccn2)cc1,-1.7,-15,7,-4,1,7,/,0.0
Cn1c(N)c(C(C[N+](=O)[O-])c2c(F)cccc2Cl)c(=O)n(C)c1=O (centres undefined),/,5,10,-1,0,-17,1.8,0.6
Cc1ccc(N2C(=O)CS(=O)C(c3ccccc3)C2=O)cc1C (centres undefined),-0.3,/,-5,/,10,-2,/,0.0
Oc1ccc2c(c1)c1c3n2CCNC3CCC1 (centres undefined),/,14,21,/,-2,6,/,/
CCCCCN(C(=O)CCC(=O)OCc1ccccc1F)c1c(N)n(CCCC)c(=O)[nH]c1=O,-0.7,-3,0,-2,-2,-10,/,0.2
CC1CCN(C(=O)C2CCC(=O)N(Cc3ccc(Cl)cc3)C2)CC1 (centres undefined),0.6,6,2,-4,0,12,0.1,0.0
Cc1cccc(C(=O)NCC(=O)NCC(c2cccs2)N2CCOCC2)c1 (centres undefined),1.3,/,-2,3,-168,-6,-2.6,0.0
O=C(O)C1CC1C(=O)Nc1cc(F)ccc1F (centres undefined),-0.8,/,5,-3,0,4,/,0.0
COc1cc(S(=O)(=O)N(C)Cc2ccc3c(c2)OCCO3)ccc1NC(C)=O,1.1,-1,-11,3,3,0,/,0.3
Cc1cccc(NC(=O)C[C@H]2CC[C@H]3[C@@H](COc4ccc(NC(=O)NC(C)C)cc4C(=O)N3C)O2)c1,-2.0,-1,11,-11,/,5,0.3,0.0
Cc1ccc(CCNS(=O)(=O)c2cc3c(cc2Cl)NC(=O)CO3)cc1,0.2,1,-19,1,0,-9,-0.7,3.0
COc1cc(CC(=O)O)ccc1O,0.2,-8,-3,-2,0,16,?,0.2
CCCCN(C)CCNC(=O)CN1C(=O)CSc2ccc(S(=O)(=O)N3CCOCC3)cc21,0.3,-5,-12,2,-6,35,/,0.0
CN(c1ccccc1)S(=O)(=O)c1cc(C(=O)OCC(=O)N2CCN(C(=O)c3ccco3)CC2)ccc1Cl,-0.1,/,-11,-9,10,/,-0.1,0.0
COc1ccc(C(=O)NC(=S)Nc2cccc3nc(C)ccc23)cc1OC,1.3,-7,-18,-2,-3,18,3.1,-0.1
CN(C)S(=O)(=O)c1cccc(N2C(=O)CC3(CCCCC3)CC2=O)c1,-1.7,/,-13,6,-3,0,2.7,0.2
Cn1nc(C(=O)OCC(=O)NCc2ccc(Cl)cc2Cl)c2ccccc2c1=O,1.5,-8,0,3,-2,-9,2.0,0.0
O=C(C1=NOC2(C1)C(=O)Nc1ccccc12)N1CCOCC1 (centres undefined),-2.7,/,0,-5,1,14,0.9,0.1
Cc1cccc(NC(=O)CNC(=O)COC(=O)C2CC2C)c1C (centres undefined),-0.5,-7,-19,?,-1,-11,-0.3,0.0
C=C(C)CC1N(c2cccc(OC)c2)C(=O)C2C(C(=O)O)C3C=CC21O3 (centres undefined),0.4,-5,-14,-2,-1,-2,-0.2,0.2
CN(Cc1c(C(=O)N/N=C/c2c(F)cccc2Cl)nnn1-c1nonc1N)c1ccccc1,2.0,4,-11,1,0,3,/,0.0
C[C@H](CO)N1C[C@H](C)[C@H](CN(C)C(=O)Nc2ccc(F)cc2)Oc2ncc(-c3cccc(C(F)(F)F)c3)cc2C1=O,-7.7,4,/,10,/,-18,0.1,-0.6
Cc1cc(=O)[nH]c(SCC(=O)NC(C)C2CC3CCC2C3)c1C#N (centres undefined),-0.2,/,-10,0,1,-22,/,0.0
C=CCOc1c(Cl)cc(CNc2nccs2)cc1OC,2.0,-2,-72,-3,-5,8,-0.7,0.0
CC(C)C#Cc1ccc2c(c1)O[C@H](CN(C)C(=O)NC(C)C)[C@@H](C)CN([C@@H](C)CO)S2(=O)=O,-4.0,-14,/,-3,/,1,-4.0,-0.6
Cc1ccc(C(=O)NCC(=O)N2CCN(c3cccc(Cl)c3)CC2)s1,-2.0,-2,-4,2,2,/,0.7,-0.1
O=C(NC1CCN(Cc2ccccc2)CC1)c1cc(S(=O)(=O)Nc2ccc(F)cc2)ccc1Cl,-1.1,2,-6,1,-7,-44,-1.7,0.1
# Next records follow:
SMILES,F508del corr,RAD54 inh,RAD52 anneal inh,DENV2 CPE,Casp6 inh,INS-1E GSIS act,E-sel inducer,Xi reactivation
CCCCC[C@@H](O)c1cc2ccccc2c(=O)o1,-5.2,-3,-19,?,-1,-7,0.0,0.0
Cn1nc(C(=O)NC2CCCCC2)c2c1-c1ccccc1SC2,2.0,-5,0,4,0,23,0.0,0.1
Cc1ccccc1C(=O)Nc1ccc(S(=O)(=O)NCC2CCCO2)cc1 (centres undefined),-1.3,10,-6,7,-1,-12,-0.1,-0.2
Cc1ccc(/C=N/N2CCN(Cc3cccc4ccccc34)CC2)s1,-1.2,/,3,-5,-4,-6,4.8,0.1
COc1ccc(NC(=O)N2CC3(C2)CN(C(=O)c2cccnc2)[C@H](CO)c2[nH]c4cc(OC)ccc4c23)cc1,1.1,/,5,6,0,7,0.1,0.4
CCc1nc2c(OCC(=O)C(C)(C)C)cccn2c1N(C)C(=O)COc1ccccc1,2.7,5,-36,2,3,-6,-0.2,-0.1
c1cc(-c2ccc(N3CCOCC3)cc2)n2cnnc2c1,1.3,-7,-7,24*,1,6,-0.1,-0.1
Cc1cc(C)c2c(n1)sc1c(N3CCN(C)CC3)ncnc12,3.0,/,9,1,2,28,-0.2,-0.1
CCOC(=O)Cn1nc(C)c(NC(=O)c2ccc(Br)o2)c1C,-0.5,-6,-11,-2,0,11,0.2,0.5
Cc1ccc(S(=O)(=O)N2CCCCC2)cc1C(=O)N1CCN(c2ccccn2)CC1,0.4,0,-11,3,4,-8,0.2,0.0
CO[C@@H]1CN(C)C(=O)c2cc(NC(C)=O)ccc2OC[C@@H](C)N(C(=O)c2ccccc2)C[C@@H]1C,/,3,10,9,0,9,-0.1,0.1
CCOc1ccccc1-n1c(SC(C)C(=O)NCC2CCCO2)nc2ccccc2c1=O (centres undefined),0.6,5,-7,-3,-2,8,0.2,0.1
O=C(C[C@@H]1C[C@H]2c3cc(NC(=O)C4CCOCC4)ccc3O[C@H]2[C@@H](CO)O1)NCc1cc(F)ccc1F,-1.6,1,1,13,2,9,-0.4,0.0
CCCCCCCCN1C(=O)[C@@H](CC(=O)NCc2ccc(C)o2)C[C@@]2(C(=O)OC)C1=C[C@H](C1CCCC1)O[C@@H]2C,1.2,/,-42,-3,-6,/,-0.3,-0.1

# Source: PubChem BioAssay (Broad Institute)
